CCHFV vOTU inh: CCHFV vOTU protease inhibitors, primary screen, biochemical, Pep-AMC substrate, fluorescence; Crimean-Congo hemorrhagic fever virus L polyprotein viral ovarian tumor (vOTU) protease …; inhibition, % at 11.5 µM; hit rate 0.55% among 370,000; AID 651958, 2012; in the data active = inhibition above about 30%; note: 0% = vehicle wells with enzyme and 100% = no enzyme wells
PfHsp40 yeast: rescue of yeast from PfHsp40 toxicity, primary screen, S. cerevisiae, ATP luminescence | S. cerevisiae expressing PfHsp40, growth rescue | growth rescue, % at 12.5 µM | hit rate 0.68% among 340,000 | AID 504582, 2011; in the data active = growth rescue above about 28%, passing the limit was not always enough; inconclusive = no clear call, values can overlap the other calls;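 note: yeast W303a lacking pdr1 and pdr3 grown in galactose medium; growth measured after three days at 30 °C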
PrPC TRFRET: inhibitors of human cell surface prion protein PrPC, primary screen, cell-based, TR-FRET; Major prion protein (Homo sapiens), P04156; TR-FRET read-out; inhibition, % at 13.8 µM; hit rate 0.43% among 370,000; AID 720596, 2013; in the data active = inhibition above about 24%; note: 0% = median of the test wells and 100% = reference compound wells
Anthrax LF prot: Bacillus anthracis LF protease inhibitors, primary screen, biochemical, multiplex microsphere, MLPCN library. hit rate 0.12% among 360,000. Lethal factor (Bacillus anthracis), P15917. inhibition, % at 10 µM. multiplex microsphere protease cleavage assay; note: plate controls were buffer without enzyme for full effect and enzyme alone for no effect
Yp Topo-I inh: Yersinia pestis topoisomerase I inhibitors, primary screen, biochemical, cleavage product accumulation, plate reader, single point | DNA topoisomerase I (Yersinia pestis CO92) | activity, % at 10 µM | AID 504884, 2011 | Y. pestis Topo-I cleavage product accumulation | hit rate 0.064% among 360,000; in the data active = activity above about 50%, passing the limit was not always enough; inconclusive = no clear call, values can overlap the other calls; note: inactives centre near 2
FadD28 FP inh: inhibitors of FadD28 bisubstrate probe binding, primary screen, biochemical, fluorescence polarization, single point; AID 588549, 2011; inhibition, % at 12.5 µM; hit rate 0.22% among 360,000; Mycobacterium tuberculosis FadD28 fatty-acid-AMP ligase; in the data active = inhibition above about 8.5%, passing the limit was not always enough; inconclusive = no clear call, values can overlap the other calls
TcdB GH inh: TcdB glycohydrolase inhibitors, primary screen, biochemical, single point, plate reader; Toxin B (Clostridioides difficile), P18177; TcdB glycohydrolase enzymatic assay; inhibition, % at 9.99 µM; hit rate 0.24% among 350,000; AID 652162, 2013; in the data active = inhibition above about 10%
Target sequence (P18177 whole entry, looked up): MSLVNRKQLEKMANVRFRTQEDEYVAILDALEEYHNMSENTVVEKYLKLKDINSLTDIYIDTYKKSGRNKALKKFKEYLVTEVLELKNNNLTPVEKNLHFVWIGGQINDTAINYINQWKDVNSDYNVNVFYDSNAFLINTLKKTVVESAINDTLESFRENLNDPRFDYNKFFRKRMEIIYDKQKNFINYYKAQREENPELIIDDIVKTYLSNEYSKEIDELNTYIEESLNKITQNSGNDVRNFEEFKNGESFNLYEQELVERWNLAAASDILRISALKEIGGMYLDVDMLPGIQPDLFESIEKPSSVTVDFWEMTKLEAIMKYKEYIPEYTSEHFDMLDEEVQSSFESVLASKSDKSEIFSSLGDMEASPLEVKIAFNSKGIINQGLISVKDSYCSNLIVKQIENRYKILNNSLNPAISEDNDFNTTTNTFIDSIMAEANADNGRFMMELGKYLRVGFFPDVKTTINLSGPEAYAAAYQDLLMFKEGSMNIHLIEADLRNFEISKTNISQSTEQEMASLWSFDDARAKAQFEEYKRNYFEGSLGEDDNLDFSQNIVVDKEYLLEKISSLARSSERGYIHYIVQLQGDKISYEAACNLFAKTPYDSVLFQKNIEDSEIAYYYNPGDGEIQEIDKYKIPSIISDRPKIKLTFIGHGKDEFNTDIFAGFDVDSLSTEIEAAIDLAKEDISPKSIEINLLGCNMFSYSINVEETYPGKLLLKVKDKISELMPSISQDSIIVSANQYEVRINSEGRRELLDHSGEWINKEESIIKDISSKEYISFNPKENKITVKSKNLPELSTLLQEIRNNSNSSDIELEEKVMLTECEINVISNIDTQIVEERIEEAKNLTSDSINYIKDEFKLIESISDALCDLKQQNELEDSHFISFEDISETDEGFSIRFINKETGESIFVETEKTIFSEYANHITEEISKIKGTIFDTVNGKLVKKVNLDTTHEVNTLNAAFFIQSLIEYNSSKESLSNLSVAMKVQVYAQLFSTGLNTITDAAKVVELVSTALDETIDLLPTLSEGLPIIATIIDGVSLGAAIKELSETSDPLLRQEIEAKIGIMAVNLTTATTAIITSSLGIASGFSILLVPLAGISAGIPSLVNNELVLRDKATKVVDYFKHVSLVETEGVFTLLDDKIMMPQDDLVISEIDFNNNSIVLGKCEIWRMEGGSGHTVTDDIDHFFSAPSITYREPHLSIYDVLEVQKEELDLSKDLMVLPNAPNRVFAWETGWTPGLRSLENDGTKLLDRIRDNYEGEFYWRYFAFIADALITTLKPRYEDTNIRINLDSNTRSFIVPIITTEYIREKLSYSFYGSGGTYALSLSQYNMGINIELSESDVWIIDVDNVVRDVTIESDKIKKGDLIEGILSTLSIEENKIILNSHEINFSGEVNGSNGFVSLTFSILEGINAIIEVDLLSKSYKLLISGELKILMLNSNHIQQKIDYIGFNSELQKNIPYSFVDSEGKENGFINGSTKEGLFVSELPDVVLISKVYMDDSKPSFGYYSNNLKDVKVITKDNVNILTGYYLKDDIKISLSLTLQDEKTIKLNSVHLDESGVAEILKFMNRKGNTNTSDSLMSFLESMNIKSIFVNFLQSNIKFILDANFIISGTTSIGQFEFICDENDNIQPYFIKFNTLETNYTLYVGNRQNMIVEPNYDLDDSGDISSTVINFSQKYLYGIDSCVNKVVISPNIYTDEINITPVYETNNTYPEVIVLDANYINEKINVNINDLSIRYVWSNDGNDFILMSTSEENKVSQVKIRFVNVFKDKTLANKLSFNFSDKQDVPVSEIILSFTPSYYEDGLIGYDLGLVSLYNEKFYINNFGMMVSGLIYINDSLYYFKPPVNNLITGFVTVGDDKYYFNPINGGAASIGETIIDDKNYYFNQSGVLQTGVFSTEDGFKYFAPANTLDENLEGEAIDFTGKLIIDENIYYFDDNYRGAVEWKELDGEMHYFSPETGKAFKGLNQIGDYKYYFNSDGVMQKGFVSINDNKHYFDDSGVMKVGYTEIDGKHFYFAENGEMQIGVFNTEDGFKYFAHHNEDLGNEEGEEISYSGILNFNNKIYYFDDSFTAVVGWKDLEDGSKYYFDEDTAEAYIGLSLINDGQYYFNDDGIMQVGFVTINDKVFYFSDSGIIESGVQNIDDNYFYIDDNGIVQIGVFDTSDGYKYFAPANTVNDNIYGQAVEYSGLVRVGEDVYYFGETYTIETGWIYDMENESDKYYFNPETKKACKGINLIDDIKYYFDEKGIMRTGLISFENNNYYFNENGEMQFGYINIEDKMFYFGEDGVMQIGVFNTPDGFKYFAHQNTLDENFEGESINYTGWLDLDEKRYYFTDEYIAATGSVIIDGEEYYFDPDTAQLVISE
BoNT A protease: BoNT/A light chain protease inhibitors, primary screen, biochemical, flow cytometry, MLPCN library. Botulinum neurotoxin type A light chain protease (Clostridium botulinum A str. ATCC 3502). multiplex microsphere protease substrate cleavage. inhibition, % at 10 µM. hit rate 0.17% among 360,000. AID 588499, 2011; note: plate controls were buffer without enzyme for full effect and enzyme alone for no effect
BoNT-F LC inh: BoNT/F light chain protease inhibitors, primary screen, biochemical, flow cytometry, MLPCN library | Multiplex microsphere protease cleavage assay | Botulinum neurotoxin type F light chain protease (Clostridium botulinum) | AID 588497, 2011 | hit rate 0.22% among 360,000 | inhibition, % at 10 µM; in the data active = inhibition above about 35%, passing the limit was not always enough; inconclusive = no clear call, values can overlap the other calls; note: plate controls were buffer without enzyme for full effect and enzyme alone for no effect
The depositor's hits bear a star; ? = inconclusive; / = no result given; & = joins results of further samples. Cut-off read from the data, not from the text of the source, unless noted: active = inhibition above about 30%; inconclusive = no clear call, values can overlap the other calls; inactive = below that.

item	structure	CCHFV vOTU inh	PfHsp40 yeast	PrPC TRFRET	Anthrax LF prot	Yp Topo-I inh	FadD28 FP inh	TcdB GH inh	BoNT A protease	BoNT-F LC inh
1	COc1cccc(NC(=O)Cn2c(=O)n(CCCC(=O)NCc3ccco3)c(=O)c3ccccc32)c1	8	0.0	1	-5	15	-0.7	/	-1.3	-23
2	CCCCn1cnc2c(=S)nc(N)[nH]c21	5	0.3	-3	-1	-3	-4.8	1.7	-0.7	-1
3	COc1ccc(/C=C(\NC(=O)c2ccccc2Cl)C(=O)NCCCC(=O)O)cc1	-7	-0.5	-10	-4	5	-2.4	0.1	-0.4	-4
4	COc1ccc(NS(=O)(=O)c2ccc3c(c2)CCO3)cc1	3	0.3	7	/	10	-1.3	1.4	/	/
5	COCC(=O)Nc1cccc(-c2ccc3nncn3n2)c1	10	-0.6	-7	1	4	0.6	1.1	-0.6	-2
6	CC(C)[C@@H]1CC[C@@H](C)c2c(-c3ccccc3)n[nH]c21	7	10	2	-1	-3	-2.1	/	-0.4	-4
7	CN1C(C(=O)NCc2ccccc2)CC2Cn3c(nc4cc(Cl)c(Cl)cc43)C21 (stereo not drawn)	-9	0.6	0	-5	5	-3.5	0.8	0.4	-10
8	Cc1ccc2nsnc2c1S(=O)(=O)N1CCN(C)CC1	17	1.3	-22	-4	-2	-2.7	1.1	3.8	14
9	O=C(O)c1ccc(NC(=S)NC(=O)c2ccc(-c3ccc(Br)cc3)o2)cc1	-5	-0.4	7	-2	8	0.6	0.5	-0.9	0
10	Cc1cccc(NC(=O)CSc2nncn2N)c1C	-12	/	4	7	-4	-3.5	1.2	0.2	2
11	CC(/C=C/c1ccco1)=N\NC(=O)CNc1cccc(C)c1	-10	-1.2	-3	0	4	-0.8	-0.1	0.4	-1
12	COC(=O)COc1ccc2occ(C(C)=O)c2c1	-7	-0.6	-8	-6	-2	-1.5	1.2	-1.6	-17
13	COc1cccc(CNC(=O)CSc2ccc(-c3ccco3)nn2)c1	-13	1.0	4	1	3	-2.5	-1.0	0.1	-4
14	O=C(NCc1ccc(F)cc1)C1CCCN1C(=O)Nc1ccc(F)cc1 (stereo not drawn)	-7	-1.2	6	-4	-2	-2.1	1.2	0.5	11
15	O=C1C2C3C=CC([C@@H]2C(=O)N1c1nccs1)C31CC1 (stereo partly drawn)	0	-1.5	0	-2	3	-3.7	/	0.1	0
16	CC(C)(C)c1ccc(-c2n[nH]c(=S)n2CC2CCCO2)cc1 (stereo not drawn)	7	-1.5	1	-2	2	2.1	2.8	-1.7	-2
17	COc1ccc(Cc2nnc3sc(SCC(=O)Nc4ccccc4)nn3c2=O)cc1OC	13	-0.1	5	/	2	-3.6	-0.4	/	/
18	CCN(CC)c1ccc(CNc2nc3ccccc3n2CCN2CCCCC2)cc1	30*	-0.2	8	-7	17	-0.5	-3.9	-1.0	-8
19	O=C(c1c[nH]c2ccc(S(=O)(=O)N3CCC4(CC3)OCCO4)cc2c1=O)N1CCOCC1	-7	-1.1	6	-2	5	-1.6	/	0.4	-5
20	CC(C)C(=O)Nc1ccccc1N1CCN(C(=O)c2ccccc2)CC1	4	-1.5	6	-2	-9	-1.3	/	0.3	-1
21	COc1ccc(N2CCN(C(=O)CCNS(=O)(=O)c3ccccc3)CC2)cc1	-5	0.8	6	-3	2	-1.0	0.8	-0.7	-5
22	CC(=O)c1ccc(NC(=O)C2CC(=O)N(C(C)C)C2)cc1 (stereo not drawn)	-8	-0.2	-9	-3	5	-1.2	0.5	-0.8	-2
23	COc1ccc(CCNc2c(C=O)c(=O)[nH]c3ccccc23)cc1OC	4	16	5	4	-2	-0.5	1.5	-1.2	?
24	O=C(Nc1ccccc1)c1sc(Cl)nc1-c1ccccc1	1	-2.4	-5	-4	5	0.5	/	-0.1	-8
25	COc1ccccc1OCc1ccc(C(=O)N2N=C(C(F)F)CC2(O)C(F)F)o1 (stereo not drawn)	-9	1.1	-5	-1	14	-2.1	/	-2.8	-4
26	COc1cc2[nH]c(=S)n(Cc3ccc(F)cc3)c(=O)c2cc1OC	-3	-1.0	2	-2	2	-1.0	2.3	-0.9	-1
27	CN(C)c1ccc(NC(=O)CSc2nnc(C3CCCCC3)n2N)cc1	15	0.0	3	-4	1	-2.9	0.4	2.4	-5
28	O=[N+]([O-])c1ccc(C2CC(c3ccccc3)=Nc3ccccc3S2)cc1 (stereo not drawn)	7	-0.8	6	7	1	-1.4	-0.1	-2.8	9
29	CC(=O)c1cc(OC(=O)N2CCOCC2)ccc1OC(=O)N1CCOCC1	8	0.9	-3	1	3	0.8	/	0.6	6
30	O=C1CC(c2ccco2)CC(O)=C1C=Nc1ccc(Br)cc1 (stereo not drawn)	7	-0.4	2	-4	4	-0.4	/	0.1	-7
31	CCCn1c(=O)c2ccccc2n2c(SCc3nnc(-c4ccccc4Br)o3)nnc12	19	-0.2	1	-4	-3	-0.5	0.2	1.4	5
32	CCC(C)[C@H]1CN=C(N)N1CCc1cccc2ccccc12 (stereo partly drawn)	-2	0.4	12	-3	7	-3.8	4.5	0.2	-6
33	NC(=O)N/N=C/c1cn(CC(=O)Nc2ccc(F)cc2)c2ccccc12	1	/	5	-5	-11	-3.4	1.0	-0.4	7
34	CC(C)C(=O)N1N=C2CCCCC2C1(O)C(F)(F)F (stereo not drawn)	4	-0.3	0	-1	1	-2.1	-1.0	-0.7	-1
35	CCN(CC)C(=O)c1ccc(NC(=O)c2cccc(S(=O)(=O)N3CCN(Cc4ccccc4)CC3)c2)cc1	1	-0.1	-6	-4	13	-1.7	2.8	57*	-3
36	COC(=O)Cn1nnnc1-c1nc2cc(C)c(C)cc2[nH]c1=O	-30	/	-14	-4	/	/	-1.3	0.5	9
37	Clc1ccc(/C=N/Nc2nnc(Cl)c3ccccc23)cc1	-17	0.8	-24	-2	0	-2.9	2.1	-0.2	-3
38	Cc1snc(SCc2c(F)cccc2Cl)c1C#N	1	-0.9	2	-11	33	-12	-0.7	-3.6	-23
39	O=S(=O)(NCCN1CCOCC1)c1ccc2c(c1)OCCO2	-8	0.3	-2	-5	0	-0.8	0.4	-0.4	-2
40	COc1ccc(CCNC(=O)c2ccc(OCC(=O)N3CCOCC3)c(OC)c2)cc1	-3	0.0	-2	-10	-1	-2.9	2.6	-22	-38
41	Cc1ccc(S(=O)(=O)NCC(=O)Nc2cccnc2)cc1C	-2	-0.1	9	-2	-1	-3.2	0.2	-0.5	-1
42	Nc1ncnc2c1ncn2[C@@H]1O[C@H](CNS(=O)(=O)c2cc3ccccc3s2)[C@@H](O)[C@H]1O	-5	-0.4	-1	3	-4	0.5	0.5	-0.5	-2
43	COc1ccc(F)cc1S(=O)(=O)N1CCN(c2ccccn2)CC1	-5	3.0	1	8	-19	-4.3	0.4	-0.8	?
44	CN(CCO)c1nc(N)c2c(N)nc3c(c2c1C#N)CC(=O)N3Cc1cccs1	-18	-1.6	-19	-1	6	-3.8	0.2	0.1	0
45	O=C(Nc1ccn(CCCNCC2CCCO2)c(=O)n1)OCc1ccccc1 (stereo not drawn)	8	-1.2	-11	8	4	-0.5	1.9	0.1	-4
46	COCCCNC(=O)c1cc(=O)n(Cc2ccc(Cl)cc2)c2ccccc12	-5	-1.7	2	-6	6	-3.6	1.1	-0.3	-2
47	Cc1cc(Br)cc(C)c1NC(=O)c1ccc(C#N)cc1F	18	1.2	0	-2	0	-0.3	1.5	0.1	1
48	C=CCNC(=O)NC(=O)c1csc([N+](=O)[O-])c1	2	-1.5	-2	/	-3	-0.4	0.5	/	/
49	O=C(NN1C(=O)NC2(CCCCC2)C1=O)c1cccs1	-4	-0.6	0	-6	-1	-0.8	0.8	-4.0	11
50	Cc1ccc(-c2[nH]c3ccccc3c2SCCNC(=O)c2ccc(S(=O)(=O)N3CCOCC3)cc2)cc1	5	-0.2	-43	-7	0	-3.0	3.3	-0.6	-5
51	Cc1cc(C)c(C(=O)COC(=O)Cn2cnnn2)cc1C	-1	1.0	-1	0	10	-0.3	/	3.1	4
52	COc1cc(Nc2ccccn2)cc(C(=O)Nc2cccc(C(F)(F)F)c2)c1	15&9	?	12&10	-8&-10	-12&-21	-2.0&-5.0	0.4	-1.1&-0.1	-3&-4
53	COc1ccccc1NC(=O)Nc1nc(CC(=O)N2CCN(c3ccccc3OC)CC2)cs1	-10	0.4	4	1	15	-2.9	-0.2	0.4	3
54	Cc1nn(C)cc1CN(C)C(=O)CCc1nnc(CCC2CCCCC2)o1	12	0.1	5	-3	-3	-4.9	0.5	-0.3	-3
55	O=C1CCCN=C(Nc2ccc(F)c(Cl)c2)S1	-5	0.4	1	-6	-6	-1.9	0.2	0.0	-4
56	O=c1cc(-c2ccccc2[N+](=O)[O-])oc2ccccc12	-3	-0.5	-18	-6	4	-4.7	1.7	-0.3	0
57	O=C(Nc1nccs1)C1CCN(S(=O)(=O)c2c(Cl)cccc2Cl)CC1	8	-0.3	0	-4	3	2.1	/	-0.1	-4
58	O=C(CN1C(=O)c2ccccc2C1=O)Nc1ccc(S(=O)(=O)NCC2CCCO2)cc1 (stereo not drawn)	-16	0.2	-2	0	4	0.9	0.5	-0.9	1
59	CCc1c(C(=O)N/N=C/c2ccco2)nnn1-c1nonc1N	-11	-0.2	-1	-9	4	-0.2	0.5	-3.3	1
60	CC(C)c1ccc(NC(=O)COC(=O)C2=COCCO2)cc1	-5	-0.5	-4	-6	-4	1.4	/	-1.6	-1

Further records follow.
item	structure	CCHFV vOTU inh	PfHsp40 yeast	PrPC TRFRET	Anthrax LF prot	Yp Topo-I inh	FadD28 FP inh	TcdB GH inh	BoNT A protease	BoNT-F LC inh
61	CCOC(=O)C1CCCN(CCC(=O)Nc2cc(OC)ccc2OC)C1 (stereo not drawn)	-11	-0.4	5	-4	3	-2.2	0.3	-3.8	?
62	Cc1cccc(NC(=O)CN2C(=O)/C(=C3\SC(=S)N(CC4CCCO4)C3=O)c3ccccc32)c1 (stereo not drawn)	/	-0.2	/	3	-3	-3.3	/	0.3	-2
63	COc1ccc(C2N(c3ccccc3)C(=S)N3CCCN23)cc1 (stereo not drawn)	3	-1.5	5	-1	0	-2.7	/	2.5	11
64	CC1CCN(CCc2nc3ccccc3[nH]2)CC1	-6	0.4	-3	5	1	-1.8	-2.2	5.7	13
65	CC1Cc2ccccc2N1C(=O)CSc1nnc2sc3ccccc3n12 (stereo not drawn)	0	0.9	1	2	10	-3.0	/	1.1	11
66	COc1ccc(NC(=O)c2cccc(Cn3cc(Br)c([N+](=O)[O-])n3)c2)c(C)c1	-1	0.4	-7	-2	-5	-3.7	-0.6	1.0	2
67	COc1ccc(OCC(=O)Nc2nnc(-c3ccco3)s2)cc1	6	-2.1	8	0	-6	-1.0	/	0.0	-2
68	COc1ccccc1NC(=O)Nc1ccc(C)cn1	7	-0.9	2	-11	-9	0.9	-0.1	-6.7	-15
69	CC1(C(=O)Nc2nccs2)CCN1C(=O)CC(c1ccccc1)c1ccccc1 (stereo not drawn)	13	/	6	0	15	-4.8	1.0	-0.2	1

This is a random part of the collection. About 2.3% of those tested had a hit in this group.
